Assay outcomes (PubChem)
RBX1-CUL1 inh – inhibitors of human ROC1-CUL1 ubiquitin ligase activity | E3 ubiquitin-protein ligase RBX1 (Homo sapiens) + Cullin-1 (Homo sapiens), P62877+Q13616 | in vitro K48 di-Ub FRET, acceptor:donor ratio, 45 min | inhibition, % at 10 µM | actives 0.6% (n = 140,000); in the data active = inhibition above about 25%
Target sequence (P62877 whole entry, looked up): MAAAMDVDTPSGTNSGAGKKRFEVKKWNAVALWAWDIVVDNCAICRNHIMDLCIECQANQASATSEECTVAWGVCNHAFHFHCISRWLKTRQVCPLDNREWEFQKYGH
Target sequence (Q13616 whole entry, looked up): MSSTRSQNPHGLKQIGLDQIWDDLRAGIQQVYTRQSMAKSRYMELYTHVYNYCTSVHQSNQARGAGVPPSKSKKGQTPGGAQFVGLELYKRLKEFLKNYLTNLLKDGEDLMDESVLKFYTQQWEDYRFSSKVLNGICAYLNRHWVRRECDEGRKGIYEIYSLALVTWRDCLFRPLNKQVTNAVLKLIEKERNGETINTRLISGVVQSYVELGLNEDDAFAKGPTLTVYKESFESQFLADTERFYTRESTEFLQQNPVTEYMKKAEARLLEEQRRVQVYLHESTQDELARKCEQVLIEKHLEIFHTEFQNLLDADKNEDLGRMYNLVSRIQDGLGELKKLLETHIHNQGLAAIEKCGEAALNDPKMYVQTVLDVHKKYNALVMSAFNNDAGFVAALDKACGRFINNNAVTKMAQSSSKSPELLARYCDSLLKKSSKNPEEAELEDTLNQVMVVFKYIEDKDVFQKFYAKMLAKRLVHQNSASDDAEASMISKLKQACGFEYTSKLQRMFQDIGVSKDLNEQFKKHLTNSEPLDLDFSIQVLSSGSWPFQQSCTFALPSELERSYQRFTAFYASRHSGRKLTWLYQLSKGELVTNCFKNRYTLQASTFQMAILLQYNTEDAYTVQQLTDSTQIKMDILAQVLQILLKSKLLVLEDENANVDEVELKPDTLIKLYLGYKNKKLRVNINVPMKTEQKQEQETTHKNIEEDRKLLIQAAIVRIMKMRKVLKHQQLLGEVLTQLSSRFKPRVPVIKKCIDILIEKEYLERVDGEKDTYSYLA
Starred values were filed as active, the others as inactive.

`CCn1cc(C(=O)N2CCN(c3ccc(OC)cc3)CC2)c(=O)c2cc(S(=O)(=O)N(C)C3CCCCC3)ccc21` gave RBX1-CUL1 inh -8.
For Cc1ccc(-c2cc(C(=O)N3CCCc4ccccc43)c3ccccc3n2)s1 the results were RBX1-CUL1 inh 14.
Screening Cc1ccccc1CCN1CCCC(CN(C)Cc2ccon2)C1 (stereo unspecified) returned RBX1-CUL1 inh 2.
`CN(C)c1ccc(N=C(C#N)c2ccccc2)cc1` gave RBX1-CUL1 inh 5.
For CCOC(=O)Cn1nnc2c(sc3nc(C)c(C(=O)OCC)c(-c4ccc(OC)cc4)c32)c1=O the results were RBX1-CUL1 inh 3.
For COc1ccccc1NC(=O)c1ccccc1NC(=O)c1cc(Cl)ccc1NC(=O)c1ccco1 the results were RBX1-CUL1 inh 6.
CCN(CC)S(=O)(=O)Cc1ccc(Br)cc1 was read as RBX1-CUL1 inh 12.
`CC(=O)N1c2c(cc(Br)cc2S(=O)(=O)N2CCN(c3cccc(Cl)c3)CC2)CC1C` (stereo unspecified) gave RBX1-CUL1 inh -3.
For Cc1ccccc1OCC(=O)Nc1nnc(SCc2cc(=O)n3cccc(C)c3n2)s1 the results were RBX1-CUL1 inh 0.
For CC(=O)N(C(C)=O)n1c(=O)cc(C)n2c(=O)c(-c3ccccc3)nnc12 the results were RBX1-CUL1 inh 5.

The list goes on; it opens with the 4 that closed the last part.
CCN(CC)S(=O)(=O)Cc1ccc(Br)cc1 was read as RBX1-CUL1 inh 12.
`CC(=O)N1c2c(cc(Br)cc2S(=O)(=O)N2CCN(c3cccc(Cl)c3)CC2)CC1C` (stereo unspecified) gave RBX1-CUL1 inh -3.
For Cc1ccccc1OCC(=O)Nc1nnc(SCc2cc(=O)n3cccc(C)c3n2)s1 the results were RBX1-CUL1 inh 0.
For CC(=O)N(C(C)=O)n1c(=O)cc(C)n2c(=O)c(-c3ccccc3)nnc12 the results were RBX1-CUL1 inh 5.
Screening CCCCC1=NN(C(=O)c2ccc(O)cc2)C(O)(C(F)(F)F)C1 (stereo unspecified) returned RBX1-CUL1 inh -9.
`CC1CCc2c(sc(NC(=O)c3nn4c(C(F)(F)F)cc(-c5ccccc5)nc4c3Br)c2C(N)=O)C1` (stereo unspecified) gave RBX1-CUL1 inh -8.
C=C(C)CSc1nc(N)c2c3c(sc2n1)COC(C)(C)C3 was read as RBX1-CUL1 inh -7.
`Cc1c(-c2ccc(OC(C)C)cc2)nc2ccc(Br)cc2c1C(=O)O` gave RBX1-CUL1 inh 5.
For CCn1cc2nc(SCc3cc(C)ccc3C)n(Cc3ccc(C)cc3)c(=O)c2n1 the results were RBX1-CUL1 inh -16.
CCC1C(=O)NCCN1Cc1ccc2c(c1)CN(Cc1ccc(F)c(F)c1)CCO2 (stereo unspecified) was read as RBX1-CUL1 inh 9.
Screening Cc1ccc(C)c(NC(=O)CSc2nc(-c3ccccc3)c(C#N)c(=O)[nH]2)c1 returned RBX1-CUL1 inh -6.
Screening COc1ccc(/C=C2\N=C(SC)N(C)C2=O)cc1 returned RBX1-CUL1 inh -1.
N#Cc1c(NC(=O)c2cc(F)c(F)cc2Cl)sc2c1CCCCCC2 was read as RBX1-CUL1 inh 3.
For c1ccc(C(c2ccccc2)N2CCN(N=C3c4ccccc4-c4ccccc43)CC2)cc1 the results were RBX1-CUL1 inh -8.

The final five entries of the section before lead into the next.
CCC1C(=O)NCCN1Cc1ccc2c(c1)CN(Cc1ccc(F)c(F)c1)CCO2 (stereo unspecified) was read as RBX1-CUL1 inh 9.
Screening Cc1ccc(C)c(NC(=O)CSc2nc(-c3ccccc3)c(C#N)c(=O)[nH]2)c1 returned RBX1-CUL1 inh -6.
Screening COc1ccc(/C=C2\N=C(SC)N(C)C2=O)cc1 returned RBX1-CUL1 inh -1.
N#Cc1c(NC(=O)c2cc(F)c(F)cc2Cl)sc2c1CCCCCC2 was read as RBX1-CUL1 inh 3.
For c1ccc(C(c2ccccc2)N2CCN(N=C3c4ccccc4-c4ccccc43)CC2)cc1 the results were RBX1-CUL1 inh -8.
`CCCCOC(=O)CC1=CN2C(=C(C(=O)OC)C(C(=O)OC)N2c2ccccc2)c2ccccc21` (stereo unspecified) gave RBX1-CUL1 inh -4.
`COc1ccc(CC(=O)NC(=S)Nc2cccc(C)c2C)cc1` gave RBX1-CUL1 inh 1.
Screening CCN1c2ccccc2-c2nc(SCC(=O)Nc3ccc(C)c(Cl)c3)ncc2S1(=O)=O returned RBX1-CUL1 inh -7.
For Cc1nc(-c2ccccc2)ccc1C(=O)O the results were RBX1-CUL1 inh 12.
`CC(=O)N1CCc2nc3sc(C(=O)Nc4cccc(C#N)c4)c(N)c3c(C(F)(F)F)c2C1` gave RBX1-CUL1 inh -1.
`O=C(Nc1ccc2nc(SCc3ccccc3)sc2c1)c1ccccc1C(=O)N1CCCCC1` gave RBX1-CUL1 inh 3.
CC(C)(C)c1cc2nc(CCn3c(=O)[nH]c4ccccc43)cc(=O)n2[nH]1 was read as RBX1-CUL1 inh 4.
For COc1ccc(C(=O)NC(=S)N2CCC(C)CC2)cc1Br the results were RBX1-CUL1 inh 7.
Screening Cc1ccc(CN2COc3ccc4c(-c5ccccc5)cc(=O)oc4c3C2)cc1 returned RBX1-CUL1 inh 4.
Screening N=c1n(CCN2CCCCC2)c2ccccc2n1CC(O)COc1ccccc1 (stereo unspecified) returned RBX1-CUL1 inh 2.
Cc1ccc(C(=O)Nc2ccc(C)c(O)c2)cc1 was read as RBX1-CUL1 inh -12.
`CC1CCCN(CC(=O)Nc2cc(C(F)(F)F)ccc2Cl)C1` (stereo unspecified) gave RBX1-CUL1 inh -7.
`CC(C)CN1CCC(CNC(=O)C2CCC(=O)N(C3CC3)C2)CC1` (stereo unspecified) gave RBX1-CUL1 inh -5.
For CCc1nn(-c2cc(Oc3ccc(C)cc3)ncn2)c(N)c1C#N the results were RBX1-CUL1 inh 0.
CCCc1[nH]nc2c1C(c1ccc3c(c1)OCO3)C(C#N)C(=N)O2 (stereo unspecified) was read as RBX1-CUL1 inh -4.
`Cc1ccccc1C(=O)Nc1ccc(-c2nnc(SCC(=O)NC(C)(C)C)n2Cc2ccccc2)cc1` gave RBX1-CUL1 inh -9.
`c1ccc2c(CNc3ncn[nH]3)cccc2c1` gave RBX1-CUL1 inh -7.
`COc1ccc(-c2nc3scc(CCNC(=O)Cc4ccc(F)cc4)n3n2)cc1` gave RBX1-CUL1 inh 2.
For CCN1C(=O)/C(=C\c2ccc(OCC#N)cc2)SC1=Nc1ccc(C)c(C)c1 the results were RBX1-CUL1 inh 16.
`CCc1ccccc1NC(=O)Cn1c(=O)n(CCCS(=O)(=O)C2CCCCC2)c(=O)c2ccccc21` gave RBX1-CUL1 inh 2.
For CCOC(=O)c1cccc(NC(=O)COc2ccc3c(C)cc(=O)oc3c2)c1 the results were RBX1-CUL1 inh -1.
`O=C(CCn1c(=O)c2cccn2c2cccnc21)N1CCN(c2ccccc2F)CC1` gave RBX1-CUL1 inh 2.
Screening CN1CCN(C(=O)c2ccc3c(c2)N(Cc2cccc(Cl)c2)C(=O)c2ccccc2S3(=O)=O)CC1 returned RBX1-CUL1 inh 2.
`c1ccc(-n2nnc3ccccc32)cc1` gave RBX1-CUL1 inh 9.
For CS(=O)(=O)N(Cc1ccc(Cl)cc1)c1ccc(C(=O)NCc2ccccc2Cl)cc1 the results were RBX1-CUL1 inh 3.
For CCn1c(=N)c(C(=O)NC2CCCC2)cc2c(=O)n3cc(C)ccc3nc21 the results were RBX1-CUL1 inh 7.
For CCOC(=O)C1CCCN(S(=O)(=O)c2cccs2)C1 (stereo unspecified) the results were RBX1-CUL1 inh -4.
Screening O=C(Nc1cccc(-c2cscn2)c1)C1CCN(Cc2ccncc2)CC1 returned RBX1-CUL1 inh -4.
Screening Cc1nnc(NC(=O)Oc2ccccc2)s1 returned RBX1-CUL1 inh 2.
For CCCN1CC=C2C(C#N)C(=N)C(C#N)(C#N)C(c3cccc(Br)c3)C2C1 (stereo unspecified) the results were RBX1-CUL1 inh -1.

Two compounds drawn at random from the list so far, as already listed:
Screening Cc1nnc(NC(=O)Oc2ccccc2)s1 returned RBX1-CUL1 inh 2.
For CCCN1CC=C2C(C#N)C(=N)C(C#N)(C#N)C(c3cccc(Br)c3)C2C1 (stereo unspecified) the results were RBX1-CUL1 inh -1.

Going on with the list.
For CC1(C)CC(=O)C2=C(C1)OC1=C(C(=O)CC(C)(C)C1)C2c1ccc(OCc2ccc(F)cc2Cl)cc1 the results were RBX1-CUL1 inh 0.
Screening CC1=CC(C)(C)Nc2c(C(=O)O)cc(C)cc21 returned RBX1-CUL1 inh 6.
For CC(C)(C)c1cc(C(=O)N2CC(c3ccccc3)C2)cc(C(C)(C)C)c1 the results were RBX1-CUL1 inh 6.
For CCCCCCC(=O)Nc1nc(-c2ccc(F)cc2)cs1 the results were RBX1-CUL1 inh 3.
Screening COCCN(CC1CCCN(C2Cc3ccccc3C2)C1)C(=O)Cc1cccnc1 (stereo unspecified) returned RBX1-CUL1 inh 3.
Screening Cc1cc2oc(C(=O)Nc3ccc(S(=O)(=O)Nc4onc(C)c4C)cc3)cc(=O)c2cc1C returned RBX1-CUL1 inh 0.
O=C1NCCCC[C@@H]1NC(=O)C1(N2CCCCC2)Cc2ccccc2C1 was read as RBX1-CUL1 inh -3.
CCOC(=O)C1CCCCN1C(=O)CC1(c2cccc(C(F)(F)F)c2)CC(=O)N(C2CC2)C1=O (stereo unspecified) was read as RBX1-CUL1 inh 10.
Screening O=C(CSc1nnc(-c2ccccc2)n1CCO)N1CCN(c2ccccc2)CC1 returned RBX1-CUL1 inh 6.
CC1CCN(C(=O)c2c(NC(=O)c3ccccc3F)sc3c2CCC(C(C)(C)C)C3)CC1 (stereo unspecified) was read as RBX1-CUL1 inh 0.
Cc1ccc(C(=O)Nc2nnc(S(=O)(=O)N3c4ccccc4CC3C)s2)cc1 (stereo unspecified) was read as RBX1-CUL1 inh -6.
For Clc1cc2c(c(CSc3ncccn3)c1)OCOC2 the results were RBX1-CUL1 inh 0.
Cn1c2c(c3ccccc31)C(=O)CCC2 was read as RBX1-CUL1 inh -8.
`CC(C)c1[nH]nc2c1C(c1cccnc1)C(C#N)C(=N)O2` (stereo unspecified) gave RBX1-CUL1 inh -8.
For Cc1cc(C(=O)NC(C)c2ccccc2)no1 (stereo unspecified) the results were RBX1-CUL1 inh 0.
For COc1cc(CNn2nnnc2N)ccc1OCC(=O)NC(C)(C)C the results were RBX1-CUL1 inh -3.
`COc1cc(S(=O)(=O)Nc2ccccc2C)ccc1N=CC1C(=O)NC(=O)N(c2ccc(C)cc2)C1=O` (stereo unspecified) gave RBX1-CUL1 inh 1.
CSc1nnc2c(n1)OC(c1ccc(-c3ccccc3Cl)o1)N(C(C)=O)c1ccccc1-2 (stereo unspecified) was read as RBX1-CUL1 inh 2.
For COc1cc(C2C(C(=O)c3ccc(Cl)cc3)C(=O)C(=O)N2CCO)ccc1O (stereo unspecified) the results were RBX1-CUL1 inh 10.
Screening COc1ccc(NCc2c(O)c(I)cc3oc4c(c23)CCCC4)cc1 returned RBX1-CUL1 inh -8.
For COc1cc(/C=C2\SC(=Nc3cccc(Cl)c3C)NC2=O)cc(Cl)c1OC the results were RBX1-CUL1 inh -3.
Screening CCc1cccc(NC(=O)C(CC)n2nc(C)c3sc4ccccc4c3c2=O)c1 (stereo unspecified) returned RBX1-CUL1 inh 2.
Cc1ccc(S(=O)(=O)N2CCN(C(=O)c3cc(-c4ccc(Br)cc4)n[nH]3)CC2)c(C)c1 was read as RBX1-CUL1 inh 8.
`Cc1cccc(C(=O)Nc2ccc(OC(F)(F)F)cc2)c1` gave RBX1-CUL1 inh 0.
For CC(C)(Oc1ccc(-c2ccco2)cc1)C(=O)O the results were RBX1-CUL1 inh 16.
Cc1nc2sc(C(=O)NCc3ccc(Cl)cc3)c(NC(=O)c3ccccc3)c2c(C)c1C was read as RBX1-CUL1 inh 6.
Screening COc1ccc(CCN2C(=O)O[C@@H]3CN(Cc4cnn(C)c4)C[C@@H]32)cc1 returned RBX1-CUL1 inh 10.
For CCOc1cc(CNCC2CCCO2)cc(Br)c1OCc1ccccc1 (stereo unspecified) the results were RBX1-CUL1 inh 0.
COc1cccc(OC)c1C(=O)NCCc1csc(-c2ccc(Cl)cc2)n1 was read as RBX1-CUL1 inh -4.
For COC(=O)CN(C)Cc1c(C(=O)N(C)CCc2ccccc2)nc2c(C)cccn12 the results were RBX1-CUL1 inh 2.
CCOC(=O)C1C(=O)NC(N2CCN(CC)CC2)=NC1c1ccccc1OC (stereo unspecified) was read as RBX1-CUL1 inh 7.
For CC(C)NC(=O)CN(c1ccccc1)S(=O)(=O)N(C)C the results were RBX1-CUL1 inh -6.
`Cc1oc(-c2ccccc2NS(=O)(=O)Cc2ccccc2)nc1CNC(=O)CCn1nccc1C` gave RBX1-CUL1 inh 12.
For CCn1c(=O)c2c(nc3n2CCN3c2cccc(C)c2C)n(C)c1=O the results were RBX1-CUL1 inh 1.
`CCn1cc(C(C)NC(=O)c2cc(-c3ccc(Cl)cc3)nc3ccc(Br)cc23)c(C)n1` (stereo unspecified) gave RBX1-CUL1 inh -5.
`O=C(Oc1ccc([N+](=O)[O-])cc1)C1CC1c1ccccc1` (stereo unspecified) gave RBX1-CUL1 inh -3.
`COc1ccc(S(=O)(=O)N2CCCCCC2)cc1C(=O)N1CCOCC1` gave RBX1-CUL1 inh 6.
For Cc1nc(N(C)C2CCCCC2)ncc1C(C)NC(=O)c1cscn1 (stereo unspecified) the results were RBX1-CUL1 inh -12.
Screening COc1ccc(NC(=O)C2=CC(c3ccc4c(c3)OCO4)=NS(=O)(=O)N2C)cc1OC returned RBX1-CUL1 inh -8.
For COc1cc(/C=N/Nc2nc(-c3ccccc3)c(C)s2)ccc1OC(=O)c1cccc(Br)c1 the results were RBX1-CUL1 inh -5.
Cc1cc(C)cc(NS(=O)(=O)c2ccc3c(c2)C(=O)C(C(=O)N(C)Cc2ccccc2)C=N3)c1 (stereo unspecified) was read as RBX1-CUL1 inh -2.

The list is partial, so the mix of outcomes need not match the whole.
